Screening data: PubChem BioAssay, several laboratories
OX1R antag-1 = blocks the human orexin 1 receptor; CHO/OX1R cells, Fluo-8 calcium fluorescence, orexin A; inhibition, % at 5 µM; 330,000 tested, 0.43% active; AID 434989;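 active = inhibition above its plate's threshold, mean inhibition of all tested compounds on the plate plus 3 SD, cut at about 37% in these data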;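 note: 0% = orexin A challenge wells and 100% = SB-334867-A antagonist wells; not every result past the cut was called active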
Target sequence (O43613 whole entry, looked up): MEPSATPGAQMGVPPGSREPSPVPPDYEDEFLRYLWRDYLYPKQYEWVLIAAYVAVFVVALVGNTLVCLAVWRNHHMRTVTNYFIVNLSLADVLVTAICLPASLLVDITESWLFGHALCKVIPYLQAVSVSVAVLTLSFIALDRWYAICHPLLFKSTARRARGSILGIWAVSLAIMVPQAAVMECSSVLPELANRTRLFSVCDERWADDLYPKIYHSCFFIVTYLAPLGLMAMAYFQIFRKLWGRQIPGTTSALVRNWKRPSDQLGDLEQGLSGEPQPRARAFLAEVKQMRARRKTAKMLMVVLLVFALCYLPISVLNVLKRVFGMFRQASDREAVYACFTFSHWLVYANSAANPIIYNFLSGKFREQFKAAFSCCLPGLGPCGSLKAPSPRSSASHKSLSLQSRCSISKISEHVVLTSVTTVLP
OX1R antag-2 = OX1R (human) antagonism | 330,000 tested, 1.8% active | inhibition, % at 6.6 µM | O43613 | AID 485270 | OX1R-expressing cells, FRET antagonist read-out; in the data active = inhibition mostly above about 38%, no sharp cut-off; inactive = mostly below about 40%;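 note: 0% = agonist challenge alone and 100% = reference antagonist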
CHT allo act = allosterically activates the human high affinity choline transporter; Q9GZV3; CHT-expressing cells, membrane potential dye, choline EC20; stronger effect = higher value; LV-AA mutant CHT in HEK293 cells; B-score at 10 µM; 310,000 tested, 0.49% active;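 active = initial fluorescence not abnormally high and integrated response B-score, plate-corrected, over 3 SD above library mean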
Target sequence (Q9GZV3 whole entry, looked up): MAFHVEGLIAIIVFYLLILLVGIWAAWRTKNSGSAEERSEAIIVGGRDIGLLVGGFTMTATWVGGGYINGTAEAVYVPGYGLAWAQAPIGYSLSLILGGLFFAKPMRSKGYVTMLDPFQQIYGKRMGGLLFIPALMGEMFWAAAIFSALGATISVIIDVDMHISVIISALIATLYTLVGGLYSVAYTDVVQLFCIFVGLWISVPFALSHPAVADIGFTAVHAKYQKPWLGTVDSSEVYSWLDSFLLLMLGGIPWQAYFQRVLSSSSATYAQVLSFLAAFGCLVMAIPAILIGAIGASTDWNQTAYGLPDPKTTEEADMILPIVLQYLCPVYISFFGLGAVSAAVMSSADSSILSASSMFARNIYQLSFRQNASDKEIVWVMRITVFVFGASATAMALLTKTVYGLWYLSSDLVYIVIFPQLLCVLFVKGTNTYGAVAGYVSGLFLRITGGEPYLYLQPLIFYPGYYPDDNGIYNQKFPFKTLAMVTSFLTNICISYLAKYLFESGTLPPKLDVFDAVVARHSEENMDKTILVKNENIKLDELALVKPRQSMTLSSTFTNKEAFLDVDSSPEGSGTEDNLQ
An asterisk follows results filed as active; i = inactive; . = not tested or not shown.

SMILES	OX1R antag-1	OX1R antag-2	CHT allo act
CCc1ccc(NC(=O)CS(=O)CC(=O)NCC2OCCc3ccccc32)cc1 (centres undefined)	-25	23	i
CN(Cc1nc(-c2ccc3c(c2)OCO3)no1)CC1(N2CCOCC2)CCCCC1	-22	5	i
COc1ccccc1-n1c(C)cc(/C=C2\C(=N)N3N=C(CC(=O)N4CCOCC4)SC3=NC2=O)c1C	-22	15	i
COC(=O)c1ccc(Cn2cnc3c(sc4nc(N5CCOCC5)c5c(c43)CCCC5)c2=O)o1	-18	23	i
CC(C)CNC(=O)COC(=O)C1c2ccccc2Oc2ccccc21	-26	6	i
O=C(COc1cc(F)ccc1[N+](=O)[O-])N1N=C(c2cccs2)CC1c1ccco1 (centres undefined)	5	15	.
CC(=O)c1cccc(NC(=O)CC(C)n2ccnc2)c1 (centres undefined)	12	1	i
Cc1cc(C(=O)CSc2nnnn2-c2ccc(Cl)cc2)c(C)n1CC1CCCO1 (centres undefined)	2	1	i
CCOCc1nc(N)[nH]c(=O)c1Cc1ccc(OC(C)C)cc1	-18	14	i
Cc1ccc(NC(=O)CSc2nnc(C3COc4ccccc4O3)o2)c(Cl)c1 (centres undefined)	-22	17	i
COc1ccc(N2CCN(C(=O)c3ccc(CS(=O)c4cccc(C)c4)o3)CC2)cc1 (centres undefined)	-31	1	i
Cc1ccc(Cn2nc(C)c(NC(=O)CCCn3nc([N+](=O)[O-])c(Cl)c3C)c2C)cc1	-38	12	i
CCOc1cc(S(=O)(=O)NCc2ccccc2)ccc1Br	7	47	i
Cc1ccc(NC(=O)CC2NCCN(Cc3ccccc3)C2=O)cc1 (centres undefined)	-2	19	i
CCN(CC)S(=O)(=O)c1ccc(-c2csc(C)n2)s1	-10	19	i
CC(C)NC(=O)N(C)C[C@H]1Oc2ccc(NC(=O)Cn3cnnn3)cc2C(=O)N([C@H](C)CO)C[C@@H]1C	10	1	.
CC(=O)Nc1ccc(SC[C@H](CC(C)C)N2CCN(CCc3ccccc3)CCC2=O)cc1	-34	17	i
O=C(O)c1ccc(Nc2nc(-c3ccccc3)cs2)cc1	22	5	i
CCCC(=O)NCCCCNC(=O)CCC	-9	13	i
O=C(Cn1ncc2c([nH]c3ccccc32)c1=O)Nc1ccc(CN2CCCCC2)cc1	1	8	i
Cc1ccc(NC(=O)c2ncn[nH]2)cc1	2	14	i
Cc1cc(NC(=O)c2cncc(Br)c2)no1	-10	13	i
Cc1ccccc1C(=O)Nc1cc(NC(=O)c2ccccc2C)cc(C(=O)O)c1	8	13	i
CC(C)OC(=O)CC1=NC(=O)CS1	-6	18	i
CCCc1c(NC(=O)Nc2ccc(F)cc2)cnn1-c1ccccc1	-7	5	i
C=CCSc1nc2ccccc2n1S(=O)(=O)c1ccc(Cl)cc1	-16	9	i
O=C(CN1CCN(Cc2ccccc2)CC1)N/N=C/c1c[nH]c2ccccc12	-19	3	i
Cc1ccc(-c2noc(CCC(=O)NCCCN3CCN(c4ccc(F)cc4)CC3)n2)cc1	9	9	i
CCNS(=O)(=O)c1ccc(CCC(=O)N2CCc3ccccc3C2)cc1	-12	-10	i
COc1ccc(S(=O)(=O)N2CCOCC2)cc1NC(=O)CCNC(=O)c1ccc([N+](=O)[O-])cc1	-11	17	.
COc1ccc(C(=O)/C=C/NCc2ccc(C)cc2)cc1	-27	11	i
COc1ccc(N=C2SC(CC(=O)Nc3cccc(Cl)c3)C(=O)N2Cc2ccco2)cc1 (centres undefined)	-1	23	i
Brc1ccc(/C=N/Nc2nncc(-c3ccccc3)n2)o1	-1	24	i
Cc1cccc(C)c1NC(=O)C1(N(Cc2ccco2)C(=O)CC2NC(=O)NC2=O)CCCC1 (centres undefined)	-14	22	i
Oc1sc(C=Nc2ccc(F)cc2)c2ccccc12	-21	24	i
COc1ccc2c(c1)C1NC(=S)NC(C)(O2)C1C(=O)Nc1ccc(C)cc1C (centres undefined)	2	10	i
CC1=CC(C)(C)NC(=S)N1c1cc(C)cc(C)c1	-11	24	i
FC(F)(F)c1ccc2c(c1)NCC1CCCN21 (centres undefined)	-1	11	i
CN(C)c1ccc(C(=O)c2ccc(N(C)C)c3ccccc23)cc1	32	55*	10*
COc1ccccc1C(=O)OCc1nc(N)nc(Nc2ccccc2C)n1	-3	3	i
CC1CC(C)CN(C(=O)CNC(=O)c2ccc3ccccc3c2)C1 (centres undefined)	-18	74*	i
COc1ccc(S(=O)(=O)NCC2CCCN(C(=O)c3ccco3)C2)cc1 (centres undefined)	-25	11	i
OC(C#CCN1CCCCC1)c1ccccc1 (centres undefined)	6	12	i
O=C(CCSc1nc(-c2ccco2)cc(C(F)(F)F)n1)Nc1ccc2c(c1)OCO2	-25	17	i
Cc1cc(N2CCN(c3ccccc3)CC2)nc(NCc2ccccc2)n1	-35	6	i
c1ccc(-c2ccc(OCCCn3cncn3)cc2)cc1	-12	23	i
COCCCN1C(=O)C(=O)/C(=C(/O)c2ccc(C)cc2)C1/C=C/c1ccccc1 (centres undefined)	-8	16	i
COc1ccc(NC(=O)CN(C)C(=O)CSCc2ccc(C)cc2)cc1	-21	17	i
C[C@@H]1CN([C@H](C)CO)C(=O)Cc2cc(NC(=O)CCC(F)(F)F)ccc2O[C@@H]1CN(C)C(=O)Nc1ccccc1	-10	3	.
CC1CCCC(NC(=O)c2cccs2)C1C (centres undefined)	-8	2	.
CC(=O)c1ccc(-c2nnc(CCC(=O)N3CCCC(C(=O)CC(C)C)C3)o2)s1 (centres undefined)	-40	13	i
COc1cccc(C2=NO[C@@H]3C(=O)N(Cc4ccccc4)C(=O)[C@H]23)c1OC	-1	17	i
Cc1cccc(C)c1OCC(=O)Nc1cccc(-c2nnc(-c3ccccc3)o2)c1	-31	10	i
OCCC1CCCCN1CC(O)COCc1ccc(Cl)cc1 (centres undefined)	-30	10	i
CCOC(=O)/C=C/C(=O)Nc1ccc(S(=O)(=O)N2CCCCCC2)cc1	1	19	i
CC1CCN(c2ccc3nnc(CCC(=O)NCC(C)c4ccccc4)n3n2)CC1 (centres undefined)	-17	21	i
O=C(Cn1c(SCC(=O)N2CCc3ccccc3C2)nc2ccccc21)NC1CCCC1	-15	30	i
O=C(NCCCN1CCCC1=O)c1ccc(NS(=O)(=O)c2cccc([N+](=O)[O-])c2)cc1	-9	26	i
CCOC(=O)/C=C/C(=O)OCC(=O)Nc1ccc(C)cc1	-15	13	i
O=C(c1oc2ccccc2c1CSCc1ccccc1)N1CCN(c2ncccn2)CC1	-7	13	i

Remaining list, next part:
SMILES	OX1R antag-1	OX1R antag-2	CHT allo act
CCc1ccc(CN2C(=O)c3ccccc3C2C(=O)NCC2CCCO2)cc1 (centres undefined)	-10	11	i
COc1cc(CNCc2ccccn2)ccc1OCC(N)=O	-17	4	i
Cc1cc(C)c(S(=O)(=O)N2CCOC2CNC(=O)C(=O)NCCCN2CCOCC2)c(C)c1 (centres undefined)	-3	12	i
CCOC(=O)c1sc(Nc2ccccc2Cl)nc1C	-15	33	i
Cc1cn(CCOc2ccc(Cl)cc2)c(=O)[nH]c1=O	3	6	i
CCc1ccc(S(=O)(=O)NCc2cn3c(C)csc3n2)s1	-4	5	i
O=C(NCc1ccco1)C(c1ccco1)N(C(=O)Cn1nnc2ccccc21)c1ccc2c(c1)CCC2 (centres undefined)	-15	29	i
CC(NC(=O)C1CCC1)c1ccccc1 (centres undefined)	-16	6	i
COCCN(C(=O)CN1CCc2ccccc2C1)c1c(N)n(Cc2ccccc2)c(=O)[nH]c1=O	-14	9	i
CCCCn1c(N)c(N(CCOC)C(=O)c2cccc(OCc3ccccc3)c2)c(=O)[nH]c1=O	-26	-7	i
Cc1ccc(C(=O)NNC(=O)/C=C\C(=O)O)cc1	-9	22	i
O=S(=O)(Nc1ccc(-c2ccc3nncn3n2)cc1)c1cccc(F)c1	-9	4	i
O=C(c1ccc(F)cc1)N1CCN(C2CC3CCC2C3)CC1 (centres undefined)	-8	12	i
CCN(CC)CCNC(=O)c1ccc(NC(=O)CC(NC(=O)c2ccccc2Cl)c2ccccc2)cc1 (centres undefined)	-4	23	i
CCSc1nnc(NC(=O)CSc2ncccn2)s1	-10	4	i
CC1CCCC(NC(=O)CSc2nnnn2C)C1C (centres undefined)	-11	1	i
Cc1cc(C)c(S(=O)(=O)N2CCOC2CNC(=O)C(=O)NCCCN2CCCC2=O)c(C)c1 (centres undefined)	-24	14	i
CCCCCc1ccc(-c2ccc(C(=O)O)cc2)nc1	15	14	i
COC(=O)C1(C)CN(S(=O)(=O)c2ccc(C)cc2)c2cc(OC)ccc2C1=O (centres undefined)	-14	30	i
CCc1ccc(N(CC(=O)NC2CCCC2)C(=O)CCC(=O)Nc2cc(C)on2)cc1	-15	24	i
CCCCS(=O)(=O)Nc1ccc(C)cn1	-16	8	i
COC(=O)C(O)(CC(=O)Nc1ccc(OC(F)(F)F)cc1)C(F)(F)F (centres undefined)	-14	19	i
Cc1cc(Nc2ccccc2)n(-c2ccc(C(=O)O)cc2)n1	2	13	i
CC(=O)N1N=C2c3ccccc3CCC2C1c1cccs1 (centres undefined)	-1	6	i
CC(C(=O)N1CCOCC1)N1c2cccc3cccc(c23)S1(=O)=O (centres undefined)	10	25	i
CN(C)c1cc2c(c(N(C)C)c1)C(=O)c1ccccc1C2=O	-18	37	i
CN(C(=O)c1cccs1)C1(C)CCS(=O)(=O)C1 (centres undefined)	5	19	i
Brc1ccc(-c2cn3c(n2)CCc2ccc4cccnc4c2-3)cc1	-22	30	i
CCN1CCN(CCCNC(=O)CNC(=O)c2nn(-c3ccc(OC)cc3)c(=O)c3ccccc23)CC1	-18	38	i
C/C(CC(=O)Nc1ccc(Cl)c(C(F)(F)F)c1)=N\NC(=O)c1ccccc1O	-2	15	i
Cc1nc2ccc(NC(=O)Cc3ccccc3F)cc2s1	-16	5	i
COc1ccc(NC(=O)c2cccnc2N2CCCC2)cc1	-18	6	i
CSCC[C@H](NC(=O)COc1cc2c(c3oc(=O)c(C)c(C)c13)CCC(C)(C)O2)C(=O)O	-8	-5	i
COCCCNC(=S)NNC(=O)c1ccoc1C	-8	27	i
CC(=O)N1c2ccc(S(=O)(=O)N3CCC(C(=O)N4CCN(c5cc(Cl)ccc5C)CC4)CC3)cc2CC1C (centres undefined)	38	10	i
CC(NC(=O)C1CCN(C(=O)[C@@H]2Cc3ccccc3CN2)CC1)c1ccccc1 (some centres undefined)	-15	2	i

Grouped by structure, the compounds so far with a thiophene ring, fused or not.
SMILES	OX1R antag-1	OX1R antag-2	CHT allo act
COC(=O)c1ccc(Cn2cnc3c(sc4nc(N5CCOCC5)c5c(c43)CCCC5)c2=O)o1	-18	23	i
O=C(COc1cc(F)ccc1[N+](=O)[O-])N1N=C(c2cccs2)CC1c1ccco1 (centres undefined)	5	15	.
CCN(CC)S(=O)(=O)c1ccc(-c2csc(C)n2)s1	-10	19	i
Oc1sc(C=Nc2ccc(F)cc2)c2ccccc12	-21	24	i
CC1CCCC(NC(=O)c2cccs2)C1C (centres undefined)	-8	2	.
CC(=O)c1ccc(-c2nnc(CCC(=O)N3CCCC(C(=O)CC(C)C)C3)o2)s1 (centres undefined)	-40	13	i
CCc1ccc(S(=O)(=O)NCc2cn3c(C)csc3n2)s1	-4	5	i
CC(=O)N1N=C2c3ccccc3CCC2C1c1cccs1 (centres undefined)	-1	6	i
CN(C(=O)c1cccs1)C1(C)CCS(=O)(=O)C1 (centres undefined)	5	19	i

The results go on.
SMILES	OX1R antag-1	OX1R antag-2	CHT allo act
Cn1c(CCC(=O)Nc2ccc(F)cc2)nc2cc(S(=O)(=O)N3CCOCC3)ccc21	-8	6	i
Cc1ccc(Nc2ncccc2C(N)=O)cc1	-14	15	i
COc1ccc(-n2ncc(C(=O)NC3CC3)c2C2CCN(C(=O)OC(C)(C)C)CC2)cc1	-38	12	i
CCOc1ncccc1C(=O)OCC(=O)Nc1ccc(C)c(S(=O)(=O)N2CCOCC2)c1	-11	12	i
O=C(N/N=C/c1ccc(Cl)cc1Cl)c1ccc2nc[nH]c2c1	-26	35*	i
O=C(Nn1cnnc1)c1ccc(F)cc1	-3	-5	i
COc1ccccc1NC(=O)COc1cccc2c1CCNC2=O	-7	11	i
CCn1nc(C(C)C(=O)O)c2ccccc2c1=O (centres undefined)	7	0	i
CC(OC(=O)CCC(=O)c1cccs1)C(=O)Nc1ccc(Cl)cn1 (centres undefined)	-10	16	i
O=C(COC(=O)CNC(=O)c1ccc(Cl)cc1)Nc1ncc(C(F)(F)F)cc1Cl	-27	-1	i
Cc1nonc1OCC(C)(COc1nonc1C)NC(=O)c1ccccc1	-7	3	i
COCCN(C(=O)COC(=O)CCc1ccccc1OC)c1c(N)n(Cc2ccccc2)c(=O)[nH]c1=O	-27	4	i

Looked up by compound from the list above:
SMILES	OX1R antag-1	OX1R antag-2	CHT allo act
Cc1nonc1OCC(C)(COc1nonc1C)NC(=O)c1ccccc1	-7	3	i
COc1ccccc1NC(=O)COc1cccc2c1CCNC2=O	-7	11	i
CCn1nc(C(C)C(=O)O)c2ccccc2c1=O (centres undefined)	7	0	i
CCOc1ncccc1C(=O)OCC(=O)Nc1ccc(C)c(S(=O)(=O)N2CCOCC2)c1	-11	12	i

Next section
SMILES	OX1R antag-1	OX1R antag-2	CHT allo act
O=C(Cn1ncc2ccccc21)N1CCN(c2cccc(C(F)(F)F)c2)CC1	-7	-2	i
O=C(N/N=C\c1ccccn1)C1c2ccccc2Oc2ccccc21	-38	5	i
O=C(CC(c1ccccc1)(c1ccccc1)c1ccccc1)N[C@@H](Cc1ccccc1)C(=O)O	-7	60	i
Cc1cc(C)cc(N(C(C)C(=O)N2CCOCC2)S(C)(=O)=O)c1 (centres undefined)	-18	2	i
COCCN(C(=O)COC(=O)c1cc(C)oc1C)c1c(N)n(Cc2ccccc2)c(=O)[nH]c1=O	-29	10	i
